Assay outcomes as filed in PubChem BioAssay.
Hck Nef HTS = inhibitors of human Hck kinase activated by Nef | AID 463187 | hit rate 0.68% among 220,000 | inhibition, % at 20 µM | P08631 | Recombinant Hck-YEEI plus Nef, Z-Lyte FRET kinase assay;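 active = Hck-Nef kinase inhibition above about 50%, limit read from the data; inactive = inhibition below that limit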;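 also: 0% = DMSO with Hck plus Nef and 100% = Hck alone without Nef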
Wee1 stabilizer = human Wee1 degradation inhibition, primary screen; reporter increase, % at 5 µM; hit rate 1.2% among 220,000; P30291; HeLa Luc-Wee1K328M stability, luciferase luminescence; 100% = proteasome inhibitor MG132 effect;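 active = activation above the mean of all tested compounds plus 3 SD, set per screening run, cut at about 8.8% in these data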;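 also: cells exposed to compound for 20 h before luminescence read; 0% = DMSO alone and 100% = MG132 at 30 µM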
14-3-3 Bad PPI = disrupts binding of bovine 14-3-3 zeta to phospho-Bad peptide | P63103 | hit rate 0.71% among 220,000 | AID 781 | inhibition, % at 21.7 µM | TR-FRET 14-3-3zeta/Dy647-pBad peptide displacement, 1 h;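 active = inhibition above about 70%, limit read from the data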;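 also: 0% = full 14-3-3 plus peptide FRET controls and 100% = background without 14-3-3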
hK5 inh = inhibitors of human kallikrein 5 | Q9Y337 | recombinant hK5, fluorogenic AMC substrate cleavage | inhibition, % at 5 µM | hit rate 0.59% among 210,000 | AID 873;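 active = inhibition of 40% or more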;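 also: 0% = enzyme controls without compound and 100% = no-enzyme blanks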
Target sequence (Q9Y337 67-293 limits assumed): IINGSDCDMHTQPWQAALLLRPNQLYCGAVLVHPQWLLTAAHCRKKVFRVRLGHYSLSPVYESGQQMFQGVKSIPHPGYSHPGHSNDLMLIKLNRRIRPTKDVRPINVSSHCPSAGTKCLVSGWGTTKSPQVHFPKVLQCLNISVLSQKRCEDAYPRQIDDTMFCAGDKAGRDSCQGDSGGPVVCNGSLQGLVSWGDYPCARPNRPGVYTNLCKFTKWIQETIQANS
thrombin 1536 = thrombin (human) inhibition; P00734; alpha-thrombin, Boc-VPR-AMC fluorogenic substrate cleavage; inhibition, % at 5 µM; hit rate 0.26% among 220,000;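 active = inhibition at or above 40%; inactive = inhibition below 40%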;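 also: 0% = enzyme with no compound and 100% = wells without enzyme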
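Test system: human alpha-thrombin protein / Dosing: one concentration per compound, 5 µM, with 0.2% DMSO / Medium: pH 7.5 Tris-saline with Tween 20 / Benchmarks: no-compound enzyme wells and no-enzyme blanks / Read-out basis: percent inhibition of thrombin substrate cleavage / Timing: reaction at room temperature / Measured by: fluorescence, ex 355 nm, em 460 nm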
FXIa inh = factor XIa (human) inhibition. P03951. purified FXIa, Boc-Glu-Ala-Arg-AMC fluorogenic substrate. inhibition, % at 5 µM. hit rate 0.14% among 220,000;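 active = inhibition of at least 40%; inactive = inhibition below 40%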;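 also: fluorescence of freed AMC excited at 355 nm; 0% = enzyme without compound and 100% = no enzyme blank; many of its hits are not listed in these tables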
FXIIa inh 1536 = factor XIIa (human) inhibition | P00748 | purified FXIIa, Boc-QGR-AMC fluorogenic substrate, 2 h | inhibition, % at 5 µM | hit rate 0.3% among 220,000; in the data active = inhibition above about 40%;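 also: 0% = enzyme with no compound and 100% = blank without enzyme; many of its hits are not listed in these tables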
Runt-CBFb FRET = Runt domain-CBFb interaction inhibition; Q01196+Q13951; Cerulean-Runt/Venus-CBFb FRET ratio 530/480, 1 h; inhibition, % at 20 µM; hit rate 0.46% among 220,000; AID 1496;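 active = inhibition over about 50% at 20 µM in the single-dose screen, limit read from the data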;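 also: 0% = DMSO wells and 100% = excess unlabeled CBFb competitor control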
Target sequence (Q01196 whole entry, looked up, the tested form may be a part): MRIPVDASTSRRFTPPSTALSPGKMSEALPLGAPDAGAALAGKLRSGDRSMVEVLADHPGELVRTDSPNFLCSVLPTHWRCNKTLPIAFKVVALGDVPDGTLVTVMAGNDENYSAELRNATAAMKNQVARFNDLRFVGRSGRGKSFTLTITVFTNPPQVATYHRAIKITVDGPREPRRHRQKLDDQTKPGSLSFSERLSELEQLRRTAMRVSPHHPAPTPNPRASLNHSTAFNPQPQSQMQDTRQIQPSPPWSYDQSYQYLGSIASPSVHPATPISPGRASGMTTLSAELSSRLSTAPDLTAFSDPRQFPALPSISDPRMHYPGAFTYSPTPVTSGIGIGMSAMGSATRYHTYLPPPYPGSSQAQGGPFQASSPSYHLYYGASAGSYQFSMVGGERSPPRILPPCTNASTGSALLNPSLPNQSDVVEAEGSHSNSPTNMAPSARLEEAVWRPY
Target sequence (Q13951 whole entry, looked up, the tested form may be a part): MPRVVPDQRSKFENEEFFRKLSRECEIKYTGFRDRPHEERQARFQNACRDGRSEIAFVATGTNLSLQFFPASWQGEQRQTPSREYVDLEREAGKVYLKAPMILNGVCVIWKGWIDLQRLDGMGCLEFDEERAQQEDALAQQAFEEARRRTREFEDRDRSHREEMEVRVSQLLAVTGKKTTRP
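Schedule: protein complex preformed 1 h, compound exposure 1 h, room temperature, dark; test system: Cerulean-labeled Runt domain protein; amount: 100 nM per protein; buffer or medium: Tris 50 mM pH 7.5, KCl, K2SO4, 0.01% BSA; read-out: loss of energy transfer signal; detection: FRET fluorescence; controls: 5 µM unlabeled CBFb as full-inhibition high control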
Runt-SMMHC FRET = Runt domain-CBFb-SMMHC interaction inhibition. Q01196+Q13951. Cerulean-Runt/Venus-CBFb-SMMHC FRET ratio 530/480, 1 h. inhibition, % at 20 µM. hit rate 0.74% among 220,000. AID 1434;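 active = mean inhibition across duplicate retests at 20 µM reaching about 50%, limit read from the data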;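 also: 0% = DMSO wells and 100% = wells with excess untagged CBFb-SMMHC; inhibitors lower the FRET ratio by blocking Runt binding to CBFb-SMMHC; some results filed as inactive read as strong as hits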
* hit, by the source's call; . = not tested or not shown; & = joins results of further samples; [ ] = remark or other dose.

SMILES	Hck Nef HTS	Wee1 stabilizer	14-3-3 Bad PPI	hK5 inh	thrombin 1536	FXIa inh	FXIIa inh 1536	Runt-CBFb FRET	Runt-SMMHC FRET
O=C(c1ccco1)N1CCN(C(c2ccc(F)cc2)c2nnnn2CC2CCCO2)CC1 (centres undefined)	1	-3	57[fluorescence artefact?]	-12	-4	-16	-12	-1	-2
COc1cc(/C=C/C(=O)c2c(O)ccc3c(C)cc(=O)oc23)ccc1O	2	0	7	6	5	6	5	-2	-1
CSc1sc(C(=O)NN)c2c1C1(CCC2)SCCS1	15	-1	-1	-3	0	0	6	2	3
CCc1nnc(NC(=O)C2CCN(C(=O)NC3CCCCC3)CC2)s1	3	-4	-4	4	3	1	8	0	4
CCN(CC)C(=O)COc1ccc(/C(C)=N/NC(=O)c2ccccc2O)cc1	0	0	-5	1	1	8	7	0	4
CCN(CC)S(=O)(=O)c1ccc2c(c1)N(CC(=O)NCc1ccco1)C(=O)CO2	7	8	3	0	-1	3	21	3	-5
Cc1cc(C)cc(N2CC(C)(C)C2=O)c1	25	-2	-2	-1	-8	-5	0	2	2
Cc1ccc(NC(=O)c2cc3cccc([N+](=O)[O-])c3[nH]2)cc1	-5	7	-1	13	-7	-13	4	2	0
COc1ccc(Nc2nc(C(=O)NCCCN3CCOCC3)cs2)cc1	-1	3	-10	-20	4	3	17	1	1
CCCCc1nnc(NC(=O)CCSc2ccccc2)s1	-21	-1	-16	-12	-1	-3	8	2	-5
Cc1cccc(OC(C)C(=O)N(Cc2cccs2)C2CCS(=O)(=O)C2)c1C (centres undefined)	1	1	-12	36	15	11	14	0	-2
CCOc1ncccc1C(=O)N1CCN(c2ccc(C(F)(F)F)cn2)CC1	2	-3	3	-3	-5	-8	5	-3	2
COc1ccc(C[C@H]2CN3C(=NC[C@@H]3Cc3ccc(O)cc3)N2C[C@H](C)NC(=O)CCC2CCCCC2)cc1	26	.	-4	1	-1	0	4	0	-2
Cc1ccccc1C1NC(=O)Cc2ccccc21 (centres undefined)	1	-1	-9	-3	4	2	14	2	3
O=C(C/C=N/OCc1c(Cl)cccc1Cl)c1cnc(-c2ccccc2)s1	1	-1	-8	8	1	3	11	-3	-5
COc1ccc(CCNC(=O)c2ccc(CNS(=O)(=O)c3ccc(C(C)(C)C)cc3)cc2)cc1OC	0	5	2	-6	-9	-9	-1	-2	-4
CCOC(=O)N1CCC(N(CCOC)C(=O)Nc2ccc(C)c(C)c2)CC1	1	-1	-6[fluorescence artefact?]	-16	1	2	11	-2	-2
COc1ccc(S(=O)(=O)N(CC(=O)N2CCOCC2)c2cc(Cl)ccc2OC)cc1OC	-2	1	7[fluorescence artefact?]	-21	-1	1	2	-1	-2
COc1ccccc1N1CCN(C(=O)CCCn2c(=O)[nH]c3ccsc3c2=O)CC1	18	2	4	-2	3	-2	6	-1	2
Cc1c(S(=O)(=O)c2ccccn2)c(N)n(Cc2ccccc2)c1C	21	2	-10	1	-5	1	7	1	0
CSc1nc2ccc(NC(=O)C3=NN(c4ccccc4)C(=O)CC3)cc2s1	18	4	-10	-4	5	-8	9	3	1
O=C1CS/C(=N\N=C\c2ccccc2Cl)N1CC1CC1	8	5	-2	0	-3	2	8	-1	-3
N#C/C(=C/c1cc(Br)cs1)C(=O)NCC1CCCO1 (centres undefined)	5	5	1[fluorescence artefact?]	-4	3	6	16	-2	-8
Cc1nn(Cc2ccccc2Cl)c(C)c1NC(=O)c1nc2ncccn2n1	4	0	-3	-11	-2	5	3	0	-1
Cc1ccc(CN(C)CC(=O)Nc2cccc([N+](=O)[O-])c2)o1	-3	8.9*	-1	-6	-1	-4	-3	-1	-1

At a glance, some entries already given.
SMILES	Hck Nef HTS	Wee1 stabilizer	14-3-3 Bad PPI	hK5 inh	thrombin 1536	FXIa inh	FXIIa inh 1536	Runt-CBFb FRET	Runt-SMMHC FRET
CCc1nnc(NC(=O)C2CCN(C(=O)NC3CCCCC3)CC2)s1	3	-4	-4	4	3	1	8	0	4
CCN(CC)C(=O)COc1ccc(/C(C)=N/NC(=O)c2ccccc2O)cc1	0	0	-5	1	1	8	7	0	4
CCN(CC)S(=O)(=O)c1ccc2c(c1)N(CC(=O)NCc1ccco1)C(=O)CO2	7	8	3	0	-1	3	21	3	-5

(continued)
SMILES	Hck Nef HTS	Wee1 stabilizer	14-3-3 Bad PPI	hK5 inh	thrombin 1536	FXIa inh	FXIIa inh 1536	Runt-CBFb FRET	Runt-SMMHC FRET
O=C(NC1CCCCC1)c1cccnc1C(=O)O	-1	0	5	3	-3	0	1	0	-8
C/C(Cc1ccccc1)=N\NC(=O)CNC(=O)c1ccc(C(C)(C)C)cc1	0	1	-1[fluorescence artefact?]	-23	-9	-3	-1	0	2
Nc1nc(-c2ccc3c(c2)CCCC3)cs1	6	-1	-5	-4	-4	-19	1	-1	-6
CC(=O)c1ccc(OCc2cccc(C(F)(F)F)c2)cc1O	5	-3	-4	.	-4	-6	5	-3	-2
O=[N+]([O-])c1ccc(Cl)cc1Sc1cccc2cccnc12	7	3	-1	-1	1	6	13	0	3
Cc1ccc(Oc2cc(NC(=O)CCCn3nc(C)c([N+](=O)[O-])c3C)cc([N+](=O)[O-])c2)cc1	6	2	-3[fluorescence artefact?]	-17	-9	2	3	0	-5
S=C(NCC1CCCO1)N1CCN(c2nc(-c3ccccc3)cs2)CC1 (centres undefined)	-6	-1	-1	0	-6	-2	4	2	4
CCn1cc(C(=O)NC2CCCCC2)c(=O)c2ccc(C)nc21	4	-1	9[fluorescence artefact?]	-17	-6	3	2	1	2
C=CCNC(=S)NNC(=O)C(CCCC)CC(O)COCC(C)C (centres undefined)	11	1	-7	-5	-6	6	-1	-3	-5
O=C(O)c1ccc(N/N=C/c2ccc(C(F)(F)F)cc2)cc1	28	-5	-10	0	-12	1	7	-2	2
CC1CN(c2cc(=O)n(Cc3ccc(F)cc3)c(=O)[nH]2)CC(C)O1 (centres undefined)	0	0	5[fluorescence artefact?]	-13	-11	-1	9	2	-4
Cc1cc(NC(=O)c2c(Cl)cnn2C)no1	4	0	-1	-2	-4	2	-1	-1	1
CCC(=O)NC(=S)Nc1ccc(OC)cc1OC	0	1	-10[fluorescence artefact?]	-5	-7	0	4	-2	0
CCOC(=O)C1=C(C)Nc2nc(SC)nn2C1c1ccc(C(=O)OC)cc1 (centres undefined)	-2	8	2	-8	4	22	34	-3	2
CC(=O)c1ccc(NC(=O)C(C)N(C)CC(=O)Nc2cccc(F)c2)cc1 (centres undefined)	18	-1	-10	-1	0	-2	4	-1	-2
CCCOC(=O)c1ccc(NC(=O)C2C3C=CC(O3)C2C(=O)O)cc1 (centres undefined)	-2	0	-7	20	12	7	19	8	4
Cc1ccc(N(Cc2cc3cc(C)ccc3[nH]c2=O)C(=O)c2cccs2)cc1	3	-2	0	-8	-4	5	11	-1	0
N#Cc1cc2c(nc1SCC(=O)N1CCCCC1)CCCC2	1	-3	6	-18	-4	18	7	0	-3
CCN(CC)c1ccc(C2C3CCCCC3(O)CCN2CC(=O)Nc2ccccc2)cc1 (centres undefined)	5	4	.	2	4	7	14	0	-1
CCOC(=O)C1(Cc2cccc(OC)c2)CCN(Cc2ccccc2)CC1	-8	2	0	.	-4	-1	3	0	-4
O=C(CC(c1ccccc1)c1cc(Br)ccc1O)NCCN1CCOCC1 (centres undefined)	-1	1	0	-2	-3	3	12	1	-2
CCC(C)Sc1nc(O)c(Cc2ccccc2)c(=O)[nH]1 (centres undefined)	0	1	-18	-18	1	0	5	1	-6
CC(=O)n1cc([C@@H]2C=C(C(=O)NCc3ccccc3)O[C@H](OCCCCO)C2)c2ccccc21	3	4	6	3	2	6	10	2	-7
Oc1ccc(/C=N/Nc2nc(-c3ccc(Cl)cc3)cc(C(F)(F)F)n2)cc1	-2	10*	0	17	-2	5	11	0	5
O=C(NC1CCCCC1)C1CC(O)CN1C(=O)OCc1ccccc1 (centres undefined)	9	-1	13[fluorescence artefact?]	4	-3	4	-5	1	1
Next compounds follow.
SMILES	Hck Nef HTS	Wee1 stabilizer	14-3-3 Bad PPI	hK5 inh	thrombin 1536	FXIa inh	FXIIa inh 1536	Runt-CBFb FRET	Runt-SMMHC FRET
O=C(NC(c1ccccc1)c1ccccc1)C1CCCN(S(=O)(=O)c2cnc[nH]2)C1 (centres undefined)	2	-1	3	15	12	3	7	4	0
CCOC(=O)c1cn(CC#N)c2cc(F)c(F)cc2c1=O	-5	-3	-2	-4	-3	-1	3	1	0
Cc1ccn2c(-c3csc(NCc4ccccc4)n3)c(C)nc2c1	6	-1	18[fluorescence artefact?]	-15	-4	16	19	-1	3
O=C(NNc1ccccc1Br)C(=O)n1ccc2ccccc21	2	5	-15[fluorescence artefact?]	-8	-6	5	11	0	1
COCC(=O)N1CCN(c2cccc(Cl)c2)CC1	14	-2	-5	-8	1	11	3	1	-5
COc1ccc(-c2[nH]c(-c3ccc4c(c3)OCO4)nc2-c2ccccc2)cc1	0	1	-9	-13	-2	-2	0	-1	-4
CCOC(=O)c1c(C)c(C)n(Cc2ccc(OC)c(OC)c2)c1C	-21	2	-6[fluorescence artefact?]	0	1	0	9	-1	-3
CC1Cc2nc(SCC(=O)Nc3ccc4c(c3)OCCO4)n(C)c(=O)c2S1 (centres undefined)	14	-2	-13	-18	-5	8	9	1	-6
COC(=O)CSc1nnc(-c2ccc(OC)cc2OC)o1	6	5	17	-12	2	1	17	1	-4
COc1ccccc1N1CCN(C(=O)CCC(=O)O)CC1	16	2	-5	-1	.	3	6	0	-7
CC(C)/C=C1\CCc2c([nH]c3ccccc23)C1=O	8	-1	0	.	-1	3	12	0	1
COc1ccccc1NC(=S)NC(=O)/C=C/c1ccco1	7	-3	-6	-7	2	8	11	3	5
COc1ccc(C2C(C(=O)Nc3ccccc3)=C(C)N=C3SCC(=O)N32)cc1 (centres undefined)	-11	1	4	-29	4	10	18	-3	-1
Cc1nc2nc3c(c(=O)n2[nH]1)CCC3	-10	1	-6[fluorescence artefact?]	3	1	-2	12	-1	3
CN(C)c1cc[n+](Cc2ccccc2)cc1	-4	-1	-2	-24	-2	10	-5	-1	4
Cc1ccc(Nc2nnc(-c3ccccc3N)o2)cc1C	2	1	2	-1	-1	0	1	-2	-7
CC1CN(c2cc(=O)n(-c3ccccc3)c(=O)[nH]2)CC(C)O1 (centres undefined)	-5	-1	0[fluorescence artefact?]	2	-4	-2	-4	4	-4
Cc1ccc(S(=O)(=O)Nc2cc(-c3ccc(Cl)cc3)nn2C)cc1	13	2	-16	-4	-7	0	8	-1	-2
Cc1ccc2cc(C)c3nnc(SCc4ccc(C(=O)O)cc4)n3c2c1C	-8	-2	-5	0	-1	-3	6	0	1
Cc1nc(CN2CCN(C(=O)c3ccc(C(C)(C)C)cc3)CC2)cs1	6	3	10	-9	-2	5	7	4	0
Cc1nc2nc[nH]n2c(=O)c1NC(=O)CC12CC3CC(CC(C3)C1)C2	-12&0	0&-3	14&2	-3&0	1	2	9	4&0	-1&-1
Cc1nn(CCC(N)=O)c2nc(-c3cccs3)cc(C(F)(F)F)c12	3	0	-9[fluorescence artefact?]	-30	-14	-3	-2	-6	-5
Cn1cc(/C=C/C(=O)N2CCCC(C(=O)c3cccc4ccccc34)C2)cn1 (centres undefined)	18	0	4	-1	-2	1	3	2	3
